Screening results as filed in PubChem.
KKLEB tox = counter-screen for CF NF-kB inhibitors: cytotoxicity | KKLEB CF airway cells viability, ATPlite luminescence, overnight; hits give low values; cells stimulated with P. aeruginosa culture filtrate | activity change (cytotoxicity), % at 5 µM | 360,000 tested, 0.36% active | AID 602141;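 active means corrected activity change at or below -50% at 5 µM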
TWEAK Fn14 block = TWEAK-Fn14 signaling inhibition; TWEAK-stimulated Fn14 reporter cells, luciferase luminescence, 8 h; AID 1159606; inhibition, % at 10 µM; 360,000 tested, 2% active; in the data active means inhibition above about 50%
TRPM1 prom inh = reduces MITF-dependent TRPM1 promoter luciferase signal; inhibition, % at 12.5 µM; SK-MEL-5 TRPM1 promoter luciferase, 24 h; AID 488899; 330,000 tested, 0.83% active;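 active means mean inhibition across replicates of 60% or more, whatever share of single replicates reaches that level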; further: values of inactives mirror those of a sister screen read the other way
NR2E3 ag-1 = NR2E3 (human) agonism. GST-NR2E3/biotin-RetCOR TR-FRET, 1536-well. AID 2300. inhibition of corepressor binding, % at 4.78 µM. 320,000 tested, 0.12% active. Q9Y5X4;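 active means percent inhibition above the cutoff of mean plus 3 SD of all tested compounds, set per screening campaign, cut at about 20% in these data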;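 further: 0% = DMSO wells and 100% = biotin wells as full block of FRET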
Target sequence (Q9Y5X4 whole entry, looked up): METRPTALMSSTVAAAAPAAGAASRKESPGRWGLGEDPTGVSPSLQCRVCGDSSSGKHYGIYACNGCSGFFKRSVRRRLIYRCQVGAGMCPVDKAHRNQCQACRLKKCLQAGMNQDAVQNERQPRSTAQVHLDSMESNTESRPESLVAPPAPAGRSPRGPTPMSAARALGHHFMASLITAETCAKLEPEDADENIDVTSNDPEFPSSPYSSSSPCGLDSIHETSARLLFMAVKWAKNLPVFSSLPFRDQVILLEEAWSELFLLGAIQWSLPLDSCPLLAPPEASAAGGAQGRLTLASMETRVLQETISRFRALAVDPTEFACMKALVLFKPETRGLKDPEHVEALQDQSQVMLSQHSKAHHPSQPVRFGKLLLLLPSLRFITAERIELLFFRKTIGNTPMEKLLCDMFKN
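System: GST-NR2E3 and biotin-RetCOR proteins; probe or stimulus: 7 nM biotin-RetCOR; doses: compound at 4.8 µM, single dose; schedule: Compound–protein incubation for 5 h at 4 °C; detection: time-resolved FRET; read-out: percent inhibition; controls: biotin wells as high control, 0.6% DMSO wells as low control; format: 1536-well plates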
Peg3 prom inh = reduces Peg3 promoter-driven luciferase expression in HeLa. HeLa PEG-Prom luciferase reporter, luminescence, overnight. inhibition, % at 20 µM. 360,000 tested, 1.7% active;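 active means inhibition of at least 50% at 20 µM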
NR2E3 ag-2 = human photoreceptor-specific nuclear receptor agonism; CHO-S Gal4-NCOR/VP16-NR2E3 two-hybrid, luciferase; inhibition of corepressor binding, % at 3.98 µM; 360,000 tested, 0.35% active; AID 602229;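 active means inhibition above the mean of all tested compounds plus 3 SD, cut at about 70% in these data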;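 further: 0% = DMSO with NR2E3 transfected cells and 100% = cells lacking NR2E3 construct; higher means lower luciferase signal from less NR2E3 corepressor binding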
TROY signal inh = inhibitors of TROY-dependent NF-kB signaling; inhibition, % at 10 µM; AID 1347056; 360,000 tested, 0.98% active; Q293 LMP1-TROYcd NF-kB luciferase reporter, 4 h;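 active means compounds whose plate-normalised and pattern-corrected inhibition of the luciferase reporter signal at the single screening dose is 50% or more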
HIF-2a inh = blocks HIF-2a reporter activity; 786-0 RCC cells HIF-2a reporter, luciferase luminescence, overnight; inhibition, % at 18.8 µM; 360,000 tested, 0.72% active;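 active means inhibition of the luminescence signal of 40% or more relative to plate controls, in a single-dose primary screen at 18.75 µM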
Shn3 inh set2 = reduces Shn3 3'UTR luciferase signal in osteoblasts | Clone20 osteoblast Shn3 3'UTR firefly luciferase, 24 h | inhibition, % at 12.5 µM | 360,000 tested, 0.52% active;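 active means mean inhibition of at least 75% with every replicate also reaching 75%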;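 further: 0% = median of neutral control wells and 100% = pilot-screen positive control compound; some compounds past the cut are filed as inactive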
CF NFkB block = blocks PAF-induced NF-kB reporter in cystic fibrosis cells | KKLEB NF-kB-GFP reporter, GFP fluorescence overnight | inhibition, % at 5 µM | 360,000 tested, 0.86% active | AID 588850;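 active means at least 50% inhibition at 5 µM, scaled per plate between neutral and stimulator controls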;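 further: PAF is a Pseudomonas aeruginosa culture filtrate used as stimulus; plate controls were PAF-stimulated DMSO wells for no effect and unstimulated DMSO wells for full effect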
TRAIL sens C8 = sensitizes caspase-8 expressing cells to TRAIL; NB7+C8 cells + TRAIL, ATPlite viability luminescence; inhibition (viability loss, TRAIL sensitization), % at 10 µM; 360,000 tested, 1% active;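 active means compounds causing at least 50% loss of cell viability in the single-dose screen, relative to plate controls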
* = called active by the depositor; . = not tested or not shown.

Each structure is followed by: KKLEB tox | TWEAK Fn14 block | TRPM1 prom inh | NR2E3 ag-1 | Peg3 prom inh | NR2E3 ag-2 | TROY signal inh | HIF-2a inh | Shn3 inh set2 | CF NFkB block | TRAIL sens C8
CCc1ccc([C@@H]2C[C@H]3[C@@H](CN2S(=O)(=O)c2ccc(C)cc2)C(=O)C[C@@H](c2ccc(C)cc2)N3S(=O)(=O)c2ccc(C)cc2)cc1
    3 | -5 | . | . | -3 | -6 | -2 | -5 | 73 | 12 | -10
CCC1CCCCN1C(=O)Cn1c(C(=O)OC)cc2sc(Cl)cc21 (stereo not given)
    -2 | 1 | 4 | 1 | 10 | -27 | 10 | 16 | 11 | -7 | 8
Cc1ccc(CNC(=O)c2ccc(N3CCC4(CC3)CC(c3cccc(Br)c3)=NO4)c(NC(=O)c3ccc(Br)cc3)c2)cc1
    8 | -24 | 19 | . | -1 | -27 | 1 | 9 | -4 | -5 | -10
O=C(CCCn1nnc2ccccc2c1=O)N[C@@H](Cc1ccccc1)C(=O)O
    12 | 3 | 4 | 1 | 8 | -2 | 1 | 13 | . | 2 | 7
CCc1n[nH]c(=S)n1/N=C/c1cccc2ccccc12
    -4 | -5 | 6 | 2 | 43 | -15 | -19 | -14 | -6 | 3 | 4
CCC(Sc1nncn1C)C(=O)Nc1ccccc1OC (stereo not given)
    0 | 5 | 6 | 5 | 14 | -14 | -9 | 4 | 8 | -3 | -11
O=C(Nc1cccc(NC(=O)c2ccco2)c1)c1ccc2c(c1)OCO2
    0 | 12 | 4 | 3 | -53 | -26 | -10 | -69 | 4 | 1 | 3
Cn1cc(-c2cccc3nncn23)cn1
    0 | 13 | . | . | 3 | 12 | 6 | 9 | -12 | 9 | -4
Nc1ccc(S(=O)(=O)NN=CC=Cc2ccccc2[N+](=O)[O-])cc1
    -5 | -1 | 12 | . | -6 | -14 | -5 | 1 | -5 | 15 | 10
O=C(O)CCC(=O)c1ccc2c(c1)OCCCO2
    11 | -9 | 11 | 3 | -3 | -14 | -1 | -4 | 19 | -3 | 4
O=C(Nc1ccc(F)cc1F)c1ccc(S(=O)(=O)NCc2ccco2)cc1
    4 | 1 | 5 | . | 3 | 0 | 10 | 2 | 21 | -7 | 3
O=C(O)CCSc1ccccn1
    2 | -9 | -2 | 2 | 27 | 11 | -9 | 15 | -7 | -9 | 3
CN(Cc1ccccc1F)C(=O)c1ccc(NC(=O)CC2SC(N3CCCCC3)=NC2=O)cc1 (stereo not given)
    4 | -14 | 6 | . | -9 | -5 | 20 | 0 | 6 | 31 | 7
O=C(NCc1ccco1)c1ccc(Cn2c(=O)c3sccc3n(Cc3ccc(F)cc3)c2=O)cc1
    -6 | 24 | -11 | 0 | 25 | 1 | 4 | 18 | 25 | 18 | 6
Cc1ccc(C(=O)OCC(=O)Nc2ccc3[nH]c(=O)[nH]c3c2)cc1[N+](=O)[O-]
    -1 | -7 | -10 | 0 | 11 | 0 | -3 | 13 | 9 | 14 | -4
COc1ccc(CNC(=O)CCN2C(=O)c3ccccc3C2=O)cc1OC
    -5 | 4 | 6 | 2 | 4 | -4 | -6 | 9 | -6 | 8 | -2
NC(=S)Nc1ccccc1Br
    0 | -6 | 0 | -2 | -7 | -3 | -9 | -11 | -1 | 12 | -7
Cn1ccc2c(N(c3ccccc3)C3CCCCC3)cc3c(c21)C1CCC3O1 (stereo not given)
    5 | 4 | . | . | 26 | 5 | 8 | 20 | 13 | 10 | 16
COc1ccccc1Nc1ncnc2ccc(C)cc12
    -18 | 14 | 0 | 0 | -17 | -25 | . | -13 | -6 | 14 | -2
CCOC(=O)C1=C(C)NC(C)=C(C(=O)OCC)C1C(=O)OCC(=O)Nc1ccc(NC(C)=O)cc1
    -6 | 7 | . | . | 5 | -28 | -7 | 8 | -16 | -22 | 1
O=C(CSc1nnc(-c2ccco2)o1)N1CCCCC1
    3 | 18 | -45 | 4 | -136 | -75 | -22 | -126 | -36 | -4 | 1
O=C(/C=C/c1ccccc1)OCC(=O)c1c[nH]c2ccccc12
    1 | 2 | 12 | . | -17 | 7 | -29 | -28 | 7 | -21 | -13
Cc1cc(NCc2ccco2)n2c(nc3ccccc32)c1C#N
    -9 | -4 | 8 | 10 | 15 | 7 | -5 | 10 | 23 | -11 | -4
Cc1cc(NC(=O)COc2ccc(Cl)cc2Cl)n(CCC#N)n1
    8 | 6 | -52 | 1 | -188 | -29 | -47 | -214 | -73 | 6 | 2
C[C@H](O)C#Cc1cnc2c(c1)C(=O)N([C@H](C)CO)C[C@@H](C)[C@H](CN(C)C(=O)Nc1ccc(C(F)(F)F)cc1)O2
    -8 | -14 | . | . | -23 | 5 | -7 | 0 | 6 | -10 | 3
COc1ccc2[nH]c3c(c2c1)CCN1C(=O)C(CC(=O)NCc2ccc(OC)c(OC)c2)C[C@H](C(=O)N2CCOCC2)[C@@]31C (stereo not given in full)
    3 | -11 | 0 | . | 3 | -5 | -4 | 4 | 5 | -21 | 3
COc1ccc(CN(C)S(=O)(=O)c2nnc(NC(=O)c3cccc(OC)c3)s2)cc1
    -9 | -18 | 8 | 4 | 29 | 19 | 20 | -2 | -19 | -1 | -9
Cc1ccc(C(C)C)cc1OCC(=O)N/N=C/c1ccc2c(c1)OCCO2
    -12 | 19 | -2 | 0 | -4 | -26 | 11 | -18 | -39 | 17 | 14
CC1(C)Nc2ccccc2C(=O)N1NC(=O)c1ccccc1
    0 | 7 | -4 | -2 | 2 | 4 | -4 | -7 | -4 | 8 | -1
CCOCC(=O)OCC(=O)NC12CC3CC(CC(C3)C1)C2
    4 | 1 | 7 | 2 | 2 | -26 | 0 | 18 | 3 | 11 | -6

Reprinted from the part before: two entries, followed by the next part.
Each structure is followed by: KKLEB tox | TWEAK Fn14 block | TRPM1 prom inh | NR2E3 ag-1 | Peg3 prom inh | NR2E3 ag-2 | TROY signal inh | HIF-2a inh | Shn3 inh set2 | CF NFkB block | TRAIL sens C8
CC1(C)Nc2ccccc2C(=O)N1NC(=O)c1ccccc1
    0 | 7 | -4 | -2 | 2 | 4 | -4 | -7 | -4 | 8 | -1
CCOCC(=O)OCC(=O)NC12CC3CC(CC(C3)C1)C2
    4 | 1 | 7 | 2 | 2 | -26 | 0 | 18 | 3 | 11 | -6
COc1ccc(NC(=O)CCCN2C(=O)CN(C)C2=O)cc1Cl
    -7 | -14 | 7 | 0 | -4 | -20 | -29 | -8 | 1 | -10 | -6
COc1ccc(OC)c(-c2cnc(OC(C)(C)C)nc2OC(C)(C)C)c1
    -6 | 1 | 8 | 0 | 17 | 13 | 1 | 14 | -32 | 16 | -13
CCn1c(COc2ccc(C)cc2)nnc1SCc1ccc(C#N)cc1
    -24 | 13 | -12 | 1 | 6 | 14 | 10 | 8 | -8 | 8 | -2
COc1cc(Cn2c3ccc(NC(=O)NCc4ccc(F)cc4)cc3c(=O)n2C)ccc1F
    -16 | 10 | . | . | 9 | 23 | -20 | -8 | 18 | 23 | 13
Cc1ccc(C(=O)CSc2nnc(-c3c[nH]c4ccccc34)o2)cc1
    10 | 1 | 4 | 0 | -12 | -6 | 3 | -23 | -5 | -14 | 2
Cc1c(C)n(C)c2ccc(C(=O)NCCCN3CCCC3)cc12
    14 | 1 | 2 | 3 | 16 | 3 | 16 | 11 | -20 | -14 | -19
O=C(Oc1ccccc1C(=O)Nc1ccccc1)c1ccc(Br)c([N+](=O)[O-])c1
    2 | 20 | 3 | 3 | -102 | -17 | -42 | -159 | -12 | 1 | 19
CCOC(=O)C1Nc2c(F)cc(C)cc2C2c3ccccc3CC12 (stereo not given)
    26 | -29 | -19 | 1 | 20 | 15 | -20 | 3 | -36 | -84 | -9
Cn1c(C(=O)N2CCCC(C(=O)O)C2)cc2sccc21 (stereo not given)
    -4 | 0 | -4 | 4 | -2 | -21 | 11 | -3 | 3 | 7 | -14
Cn1cc(Br)c(C(=O)NC2CCCCCC2)n1
    -10 | -5 | -6 | . | -36 | -14 | -23 | -75 | -2 | -16 | -16
CC1CCN(CC(O)COC2CC(C)CC(C)(C)C2)CC1 (stereo not given)
    -17 | 1 | . | 1 | -5 | -3 | -18 | 14 | 4 | 4 | -2
CCc1nc2sc(C#N)c(N)c2c2c1CCCC2
    19 | -14 | 12 | 1 | 11 | -15 | 15 | -2 | 6 | 8 | 10
Cc1oc(-c2ccccc2Cl)nc1CN1CCCCC1CO (stereo not given)
    7 | -7 | 1 | 1 | 12 | -20 | -7 | 26 | 49 | 4 | -2
Cc1c(NC(=O)CSc2nnc(C(C)Oc3ccc(Cl)cc3)n2-c2ccccc2)c(=O)n(-c2ccccc2)n1C (stereo not given)
    10 | 5 | 6 | -3 | 19 | 2 | 3 | 16 | 36 | -6 | -3
NC(=O)c1cnn2c(C(F)(F)F)cc(-c3ccc(F)cc3)nc12
    1 | 4 | -2 | -2 | -7 | -5 | -4 | -4 | 15 | 10 | -16
CCCCCCCCN1C(=O)[C@H](CC(=O)NCCCC)C[C@@]2(C(=O)OC)CCCCC=C12
    . | 14 | . | . | . | 15 | 5 | 5 | . | . | 5
COC(=O)[C@]1(C)N[C@H](c2ccc(-c3ccccc3)cc2)[C@@H]2C(=O)N(C)C(=O)[C@@H]21
    -2 | -11 | -6 | 1 | -2 | -4 | 15 | -18 | -7 | 0 | 2
CCOC(=O)Cc1csc(NC(=O)COc2ccc(C)cc2)n1
    6 | 10 | -1 | -3 | -18 | -11 | 11 | -4 | -2 | -16 | 5
COc1ccc(CC(=O)NCc2nnc(SCC(=O)N3CCN(c4ccccc4)CC3)n2C)cc1
    16 | 15 | 3 | . | -2 | -20 | -9 | 1 | -4 | -3 | 8
CCCCCCCCSc1n[nH]c(N)n1
    -22 | 0 | 1 | 4 | 0 | 17 | -40 | -3 | -11 | 34 | -4
O=C(O)C(F)=C1c2ccccc2-c2ccccc21
    -16 | -7 | . | 2 | 7 | -14 | 5 | 19 | -2 | 8 | -23
COc1ccc(OC)c(S(=O)(=O)NCCCn2ccnc2)c1
    1 | -3 | 12 | 5 | 6 | 8 | 21 | 14 | -1 | -5 | -4
CCc1cccc(NC(=S)N(CCN(C)C)C2CCN(C(C)C)CC2)c1
    -14 | 30 | 3 | -4 | 7 | -5 | 10 | 19 | 0 | 15 | 14
Clc1ccc(N2CCN(/N=C/c3ccncc3)CC2)cc1
    -6 | 6 | 10 | 0 | -13 | 10 | 5 | -24 | 79 | -15 | 1
O=S(=O)(Nc1ccc(-n2cnnn2)cc1)c1ccc(Cl)cc1
    7 | 13 | 2 | 0 | 3 | -11 | -2 | 1 | 7 | -10 | -22
CN1C(=O)C(=O)/C(=C(/O)c2ccc(Br)cc2)C1c1ccccc1F (stereo not given)
    0 | 10 | 10 | -2 | 4 | -20 | 18 | -4 | 1 | -6 | 2

This is a subset; count on the stated rates, not on these rows.
